Tn6 DDE FP: DD(E)-Tn6 binding inhibition, primary FP screen; P02675; Fibrin DD(E) TRITC-Tn6 fluorescence polarization displacement; inhibition, % at 8.3 µM; 370,000 compounds, 0.21% hits;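 active means inhibition above a per-campaign cutoff: mean of compounds within control limits plus 3 SD, cut at about 15% in these data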;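 further: 0% = median of all compound wells on the plate and 100% = blocking peptide control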
Target sequence (P02675 whole entry, looked up): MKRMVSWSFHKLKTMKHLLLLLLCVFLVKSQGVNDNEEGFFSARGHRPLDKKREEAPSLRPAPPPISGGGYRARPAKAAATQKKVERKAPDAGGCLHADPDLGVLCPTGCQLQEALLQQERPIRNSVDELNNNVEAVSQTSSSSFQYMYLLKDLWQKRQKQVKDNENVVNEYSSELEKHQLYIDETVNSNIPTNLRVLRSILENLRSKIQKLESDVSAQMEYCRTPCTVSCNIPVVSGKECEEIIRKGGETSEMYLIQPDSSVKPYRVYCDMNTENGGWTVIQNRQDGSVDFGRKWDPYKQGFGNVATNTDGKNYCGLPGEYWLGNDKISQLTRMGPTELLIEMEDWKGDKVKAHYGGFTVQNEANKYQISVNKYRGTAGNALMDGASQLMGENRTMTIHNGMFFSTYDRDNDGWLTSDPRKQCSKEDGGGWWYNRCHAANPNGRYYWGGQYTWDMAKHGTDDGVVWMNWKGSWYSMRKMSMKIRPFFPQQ
SIAE primary: inhibitors of human sialic acid acetylesterase SIAE. AID 1053197. 370,000 compounds, 0.69% hits. inhibition, % at 9.66 µM. SIAE FP-Rh probe binding, fluorescence polarization. Q9HAT2;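 active means inhibition above a cutoff: mean of compounds within the control limits plus 3 SD of those, cut at about 17% in these data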;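 further: 0% = plate median of compound wells and 100% = probe without SIAE protein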
ARFGAP1 inh: inhibits rat ARF GTPase activating protein 1 | Arfgap1-stimulated ARF1 GTP hydrolysis, GDP FP detection | inhibition, % at 16.5 µM | 360,000 compounds, 0.26% hits;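 active means inhibition above a per-plate limit, mean inhibition of low control wells plus 3 SD, cut at about 25% in these data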;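 further: 0% = DMSO wells with enzyme and 100% = wells lacking Arfgap1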
Target sequence (Q62848 1-136 limits assumed): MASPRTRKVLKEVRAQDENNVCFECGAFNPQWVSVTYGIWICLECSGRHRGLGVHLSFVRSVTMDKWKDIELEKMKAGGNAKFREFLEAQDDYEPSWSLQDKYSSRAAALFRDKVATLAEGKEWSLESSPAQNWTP
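Material: truncated rat Arfgap1 GAP domain; Incubation: compound-enzyme preincubation 20 min, reaction 120 min, detection 60 min, 25 °C; Read-out: percent inhibition of Arfgap1-stimulated GTP hydrolysis; Technique: FP, GDP Alexa 633 tracer displaced from anti-GDP antibody, 620/688 nm; Controls: No-Arfgap1 wells (100%) versus DMSO full-reaction wells (0%); Replication: single well per compound.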
DDE Tn7 FP inh: inhibitors of Tn7 peptide binding to human fibrin DD(E); FP displacement of FITC-Tn7 peptide from fibrin DD(E); 0% = median of compound wells per plate; 370,000 compounds, 0.13% hits; inhibition, % at 8.3 µM;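 active means inhibition above the mean of compounds falling within the control limits plus 3 SD of them, cut at about 14% in these data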;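 further: 0% = plate median of compound wells and 100% = 10 µM Aha-Tn7 peptide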
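system = human fibrin DD(E) protein | quantity = DD(E) 2 µM final | medium = Tris/NaCl/CaCl2 buffer, pH 7.8 | also added = labelled Tn7 tracer, 0.1 µM | compound dosing = single point at 8.3 µM | timing = compound with protein 10 min, then 3 h after probe, room temperature | signal = FP measurement | benchmarks = Aha-Tn7 high control | repeats = one replicate per compound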
PLC-beta3 inh: blocks human PLC-beta3 enzyme activity; inhibition, % at 12.2 µM; Q01970; 370,000 compounds, 0.18% hits; Purified PLC-beta3, fluorogenic substrate, fluorescence; in the data active means inhibition above about 11%;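 further: 0% = median of compound wells on plate and 100% = full blocker control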
ADAM17 inh: inhibits human ADAM17; P78536; recombinant ADAM17, EDANS/DABCYL FRET peptide cleavage; inhibition, % at 6.95 µM; 370,000 compounds, 0.83% hits;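 active means inhibition above the mean of compounds lying between control limits plus 3 SD, set per campaign, cut at about 8.5% in these data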;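 further: 0% = DMSO-only wells as the low control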
ASAP1 GAP inh: inhibitors of human ASAP1 ArfGAP activity; AID 624377; 360,000 compounds, 0.19% hits; inhibition, % at 16.5 µM; ASAP1-stimulated ARF1 GTP hydrolysis, GDP FP detection; in the data active means inhibition above about 25%;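 further: 0% = vehicle with enzyme and substrate and 100% = no enzyme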
Target sequence (Q9ULH1 325-724 limits assumed): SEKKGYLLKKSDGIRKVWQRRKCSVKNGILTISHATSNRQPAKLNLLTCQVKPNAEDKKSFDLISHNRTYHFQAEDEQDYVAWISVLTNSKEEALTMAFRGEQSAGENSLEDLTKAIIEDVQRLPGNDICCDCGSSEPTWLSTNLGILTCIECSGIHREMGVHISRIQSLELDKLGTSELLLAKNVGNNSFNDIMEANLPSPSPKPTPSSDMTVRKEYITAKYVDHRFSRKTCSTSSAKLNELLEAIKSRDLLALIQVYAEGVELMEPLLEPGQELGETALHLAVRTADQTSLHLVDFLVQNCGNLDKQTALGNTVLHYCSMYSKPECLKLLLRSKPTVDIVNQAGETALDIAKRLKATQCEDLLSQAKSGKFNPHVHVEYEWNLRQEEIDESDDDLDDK
PLCg1 inh: blocks human PLC-gamma1 enzyme activity; purified PLC-gamma1, fluorogenic substrate, fluorescence; inhibition, % at 12.2 µM; 370,000 compounds, 0.84% hits; AID 720700; in the data active means inhibition above about 9.5%
TDP2 inh: TDP2 (human) inhibition, absorbance primary screen | O95551 | recombinant TDP2, T5PNP hydrolysis, p-nitrophenol absorbance 415 nm | inhibition, % at 12.8 µM | 370,000 compounds, 0.34% hits;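 active means inhibition above the mean of all tested compounds plus 3 SD, set per campaign, cut at about 25% in these data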;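 further: 0% = DMSO with enzyme and 100% = buffer with substrate but no TDP2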
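Assay system: recombinant human TDP2 / Reagent: T5PNP substrate at 5 mM, a TopII-DNA adduct mimic / Measured by: epi absorbance from released p-nitrophenol / Evaluation: % inhibition relative to enzyme-containing and enzyme-free wells / Control set: enzyme-free and DMSO wells / Replicates: each compound tested once, singlicate / Schedule: enzyme reaction with compound for 2 h at 37 °C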
ADAM10 inh: inhibitors of human ADAM10; 370,000 compounds, 0.62% hits; inhibition, % at 7 µM; recombinant ADAM10, EDANS/DABCYL FRET peptide cleavage, 3 h; AID 720582;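 active means inhibition above a per-campaign cutoff equal to the mean of compounds falling between control-based bounds plus 3 SD, cut at about 20% in these data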;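 further: 0% = DMSO wells while the 100% control is not disclosed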
Active calls of the source: *; · = no result given.

SMILES	Tn6 DDE FP	SIAE primary	ARFGAP1 inh	DDE Tn7 FP inh	PLC-beta3 inh	ADAM17 inh	ASAP1 GAP inh	PLCg1 inh	TDP2 inh	ADAM10 inh
Cc1ccc(-c2nnn(CC(=O)N(Cc3ccc(F)cc3)C(C(=O)NC3CCCC3)c3ccncc3)n2)o1 (configuration not stated)	0	-9	13	-2	0	1	-5	1	-11	8
CCOc1cc(/C=C2/C(=O)ON=C2C)ccc1OCc1ccccc1F	-7	-3	-5	5	-4	-1	-13	1	2	-11
O=C(NC1CCCCC1)C1c2ccccc2C(=O)N1Cc1ccc2c(c1)OCO2 (configuration not stated)	9	3	-9	6	-1	-4	11	1	3	-4
CCCCCCCCNC(=O)c1cnsn1	12	6	-10	4	0	-1	-11	0	2	0
Cc1ccc(CCNS(=O)(=O)c2cc(Br)cnc2N)cc1	6	0	15	5	-12	-4	-3	0	-13	2
CC(C)(C)c1ccc(S(=O)(=O)NCc2ccc(C(=O)N3CCOCC3)cc2)cc1	5	-9	8	6	-1	-5	8	-2	-3	-1
CC1Sc2ccc(S(=O)(=O)N3CCC(C(=O)N(C)Cc4ccccc4)CC3)cc2NC1=O (configuration not stated)	1	-1	-9	1	-2	8	-19	9	-14	8
COc1nc(-c2ccc(C)cc2)ccc1-c1noc(-c2cccnc2)n1	4	-12	3	4	-6	-3	5	-5	-8	-10
COC(=O)c1ccccc1NC(=O)CC(NCc1ccccc1)C(=O)O (configuration not stated)	-7	1	4	4	0	-4	5	0	0	-6
O=C(Nc1ccccc1N1CCCC1)c1ccc(Br)o1	-4	11	-3	-7	-18	-1	8	-12	-1	-7
O=C(Nc1cnc2sccn2c1=O)c1ccccc1Cl	-6	-3	-5	-9	1	0	3	3	5	3
COc1ccc(OC)c(CC(NC(C)=O)C(=O)NC2CCN(c3c(Cc4ccccc4)c(C)nc4ncnn34)CC2)c1 (configuration not stated)	-2	-1	7	-3	0	-1	3	-3	-6	-3
COc1cc2c3nnc(-c4ccc(F)cc4)c-3cn(Cc3ccc(C)cc3)c2cc1OC	5	-17	39*	-1	-322	-64	16	-271	-1	-291
COc1ccc(S(=O)(=O)N2CCN(C(=O)c3cc(C)on3)CC2)cc1	7	-8	-8	-4	0	-1	2	1	5	10
CCC(C(=O)O)N1C(=O)/C(=C/C(C)=C/c2ccccc2)SC1=S (configuration not stated)	-1	0	-6	-1	-9	-4	3	-3	12	1

As entered above:
Result for `O=C(Nc1ccccc1N1CCCC1)c1ccc(Br)o1` under PLCg1 inh: -12
Result for `COc1nc(-c2ccc(C)cc2)ccc1-c1noc(-c2cccnc2)n1` under PLC-beta3 inh: -6

New compounds follow:
SMILES	Tn6 DDE FP	SIAE primary	ARFGAP1 inh	DDE Tn7 FP inh	PLC-beta3 inh	ADAM17 inh	ASAP1 GAP inh	PLCg1 inh	TDP2 inh	ADAM10 inh
CCOC(=O)CNC(=O)C1CCCN(c2ncccn2)C1 (configuration not stated)	1	2	0	-5	-15	-7	1	-17	-13	-38
Cc1onc(-c2ccccc2)c1-c1nnc(CN2CCN(S(=O)(=O)c3ccccc3)CC2)o1	0	6	-17	5	-6	-1	9	0	8	-5
CCSc1nnc(CCNC(=O)OC(C)(C)C)o1	0	-3	4	-6	5	3	-7	7	-7	7
COc1ccc(-c2c(-c3ccccc3)c(C(=O)C(=O)NCCCN(C)C)n3ccc4cc(OC)c(OC)cc4c23)cc1OC	-9	8	4	-5	-14	0	9	2	-24	17
N#Cc1ccc(NC(=O)COC(=O)c2cccnc2Cl)cc1	-6	5	3	2	-3	-2	-17	-1	2	-5
CCCNC(=O)C1(C)CCCN(C(=O)COCc2ccccc2)C1 (configuration not stated)	-1	-9	-10	-6	10	3	0	3	-11	-1
COc1ccc(NC(=O)CN2CCN(Cc3ccccc3)CC2)cc1	-2	-2	5	2	-8	-1	2	2	11	-8
C=CCn1c(CCNC(=O)c2cccs2)nnc1SCC(=O)Nc1cccc(C(C)=O)c1	1	-2	0	-4	0	-1	-1	5	3	0
Cn1nc(-c2ccc(OCC(=O)Nc3ccccc3)cc2)c2ccccc2c1=O	0	-2	-7	-3	3	2	4	2	16	-3
C/C(=N\Nc1cccc([N+](=O)[O-])c1)c1cc2ccccc2o1	11	3	7	4	-6	-7	-8	-2	2	-5
Cc1ccc(/C(N)=N/OC(=O)COc2cccc3ccccc23)cc1	-7	6	9	-2	1	-4	2	0	3	-8
COc1cc2c(cc1OC)CN(C(=O)c1cc(C3CC3)nn1-c1ccccc1)CC2	-6	3	9	-4	-6	-3	0	-1	-10	-3
O=C(NC1(C(=O)O)CCCC1)C(Cl)Cl	-6	0	-8	-6	2	-1	-4	0	8	-6
Cc1ccc(S(=O)(=O)N2CCC(=O)N(C(COCc3cccc(Cl)c3)Cc3ccccc3)CC2)cc1 (configuration not stated)	-7	0	2	9	1	8	1	2	4	18
S=C(Nc1ccccc1Cl)OCCN1CCCC12CCC(c1ccccc1)CC2 (configuration not stated)	8	2	·	5	-1	-7	·	-2	5	-4
COc1ccc2oc(C(=O)N3CCN(S(=O)(=O)c4cccc([N+](=O)[O-])c4)CC3)c(C)c2c1	-14	-6	5	-14	-30	-3	9	-2	6	-8
Cc1cccc(N2CN(S(=O)(=O)c3cccc([N+](=O)[O-])c3)c3nc4ccccc4nc32)c1	-2	6	-1	-1	-4	-3	13	-2	6	-1
Cn1cc(CN2CCN(Cc3ccccc3)C(CCO)C2)c(-c2ccccc2)n1 (configuration not stated)	-2	5	-10	2	-2	0	-1	1	-2	0
O=C(N/N=C/c1ccccc1O)C1CCCC1	1	2	-8	-1	-38	-19	-7	-23	6	-72
O=C(c1ccc(CS(=O)Cc2cccc(Cl)c2)o1)N1CCN(c2ccc(F)cc2)CC1 (configuration not stated)	-1	5	-13	-4	1	0	1	-3	7	-1
COc1ccc(CCNC(=O)Cc2cc3c(cc2[N+](=O)[O-])OCO3)cc1OC	2	9	-2	3	0	-11	-1	5	6	-11
COc1ccccc1C(=O)NC(=S)Nc1ccc(Cc2ccncc2)cc1	-2	-14	11	-4	2	3	-1	6	-20	13
NC(=O)c1cc(S(=O)(=O)NCCCc2ccco2)cs1	1	4	2	-7	-6	0	-1	-2	2	-1
O=c1c2[nH]c3ccc(Cl)cc3c2ncn1Cc1ccccn1	12	2	-5	1	2	-3	-16	-3	1	3
CN(C)c1ncc(CN2CCC(C(=O)Nc3ccc(-n4cccn4)cc3)CC2)s1	-4	-3	-2	-6	-2	3	11	5	1	-4
Cc1ccc(CNC(=O)c2nnn(-c3cccc(C)c3)c2N)cc1	3	0	-8	3	-1	-3	4	-1	13	-5
NCCN1CCN(S(=O)(=O)c2ccc([N+](=O)[O-])cc2)C=C1c1ccc(Cl)cc1	6	1	-2	4	-4	-2	14	-5	2	-1
Cc1ccc(N(CCC(=O)NC(C)(C)C)S(=O)(=O)c2ccc(C)cc2)cc1	0	-2	7	-6	5	5	9	6	-13	7
CCCc1nc([N+](=O)[O-])c(S(=O)(=O)c2ccccc2)n1CC(C)C	-2	-1	0	-3	-3	-3	-8	1	9	8
COc1cc(NC(=O)c2cnn3c(C(F)F)cc(C4CC4)nc23)c(OC)cc1Cl	-7	6	15	6	-7	-5	0	-2	5	2
COc1ccc(N[C@@H]2CCN3C(=O)c4ccccc4[C@@H]3C[C@H]2O)cc1	2	5	1	-1	1	3	-9	3	-2	1
COCC(=O)Nc1cc(C(=O)OC)cc(C(=O)OC)c1	4	3	-5	2	2	-3	-1	1	0	-5
COc1ccc(N2CCN(S(=O)(=O)CCNC(=O)/C=C/c3ccc4c(c3)OCO4)CC2)cc1	4	-6	9	0	-17	-12	8	-12	-5	-23
CCSc1nc(C)nc2sc(C)c(C)c12	9	5	-7	-4	-4	2	4	2	6	4
O=C(CN1C(=O)NC2(CCCCC2)C1=O)Nc1ccc2c(c1)CCC2	-1	5	4	6	-3	0	-1	-2	4	4
N#Cc1ccccc1NC(=S)NC(=O)c1cccnc1	8	11	2	-4	-12	-10	2	-6	-8	-18
O=C(COC(=O)c1ccccc1NC(=O)c1ccco1)NC1CCS(=O)(=O)C1 (configuration not stated)	-2	6	-5	0	-7	-5	12	-3	9	-9
C=CCOc1ccc(CNCc2cccnc2)cc1	-3	3	-4	3	-4	-4	-1	-1	-10	0
CC(=C/c1ccc(C(C)C)cc1)/C=N/NC(=O)CSc1ccccn1	-4	-11	7	-8	-6	5	-2	1	-11	8
COCCn1c(COc2cccc(OC)c2)nnc1SCC(=O)NC1CCCCC1	2	1	7	19*	-8	-2	6	4	-5	2
CCc1ccc(-c2nc(SCC(=O)c3c(N)n(C4CC4)c(=O)[nH]c3=O)n[nH]2)cc1	0	-2	5	5	-11	-5	-7	-1	2	-5
O=C(COC(=O)C12CC3CC(CC(Cl)(C3)C1)C2)N1CCCCC1	-9	-3	-8	-3	-2	-6	10	6	-4	-6
O=S1(=O)N=C(N=Nc2c(O)[nH]c3ccccc23)c2ccccc21	-4	-6	-4	-5	1	-1	4	2	6	-3
C#Cc1ccc([C@H]2C=C(C(=O)NCc3ccccc3)O[C@@H](OCc3ccc(CO)cc3)C2)cc1	-4	-10	5	-6	-11	-4	-4	-7	10	-8
Cc1c(OC(C)C(=O)NCc2ccncc2)ccc2c3c(c(=O)oc12)CCCC3 (configuration not stated)	-1	-2	-2	2	-16	-56	-2	-6	1	-180
C[C@H](CO)N1C[C@H](C)[C@@H](CN(C)C)Oc2c(NS(=O)(=O)c3ccccc3)cccc2C1=O	-5	-1	-3	-3	1	-4	0	1	11	-9
COc1ccc(C(=O)NCc2ccc3c(c2)OCO3)c(OC)c1	-2	-7	-3	-3	-6	-3	8	1	5	-6
O=C(c1cc(F)cc(F)c1)N1CCCC(c2nc(-c3cccs3)no2)C1 (configuration not stated)	-2	6	·	-9	-1	-1	·	1	3	-2

Three consecutive entries from above:
SMILES	Tn6 DDE FP	SIAE primary	ARFGAP1 inh	DDE Tn7 FP inh	PLC-beta3 inh	ADAM17 inh	ASAP1 GAP inh	PLCg1 inh	TDP2 inh	ADAM10 inh
COCC(=O)Nc1cc(C(=O)OC)cc(C(=O)OC)c1	4	3	-5	2	2	-3	-1	1	0	-5
COc1ccc(N2CCN(S(=O)(=O)CCNC(=O)/C=C/c3ccc4c(c3)OCO4)CC2)cc1	4	-6	9	0	-17	-12	8	-12	-5	-23
CCSc1nc(C)nc2sc(C)c(C)c12	9	5	-7	-4	-4	2	4	2	6	4
